Screens: PubChem, Southern Research Specialized Biocontainment Screening Center
H1N1 NS1A inhibition: H1N1 influenza NS1A inhibitors, functional cell based assay (AID 504329); NS1A functional cell-based assay, percent inhibition; higher % means a stronger effect; actives 0.3% (n = 340,000); inhibition, % at 12.5 µM, or IC50 in µM where a hit was titrated; in the data active = a potency from the dose series; inconclusive = inhibition above about 27% without an active follow-up result; also: strong numbers were not always called active
M. tuberculosis: growth inhibition of non-replicating M. tuberculosis (AID 488890); inhibition, % at 25 µM, or IC50 in µM where a hit was titrated; actives 0.39% (n = 320,000); Mycobacterium tuberculosis non-replicating, growth inhibition; higher % means a stronger effect; in the data active = a potency from the dose series; inconclusive = inhibition mostly from about 82% at the one dose, without a potency; inactive = the rest, 99 in 100 with inhibition below about 76%;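 also: plate controls were DMSO cells for no effect and high antibiotic wells for full effect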
PhoP GFP inhibition: PhoP regulon inhibitors, Salmonella typhi PhoP promoter GFP reporter, confirmatory (AID 1850); Salmonella Typhi PhoP-promoter GFP reporter, fluorescence, 4 h; higher % means a stronger effect; inhibition, % at 50 µM; hits with a dose series show IC50 in µM; actives 0.33% (n = 310,000); in the data active = a potency from the dose series; inconclusive = inhibition mostly from about 25% at the one dose, without a potency; inactive = the rest, 99 in 100 with inhibition below about 19%;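 also: 0% = induced wells with vehicle and 100% = uninduced wells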
VEEV TC-83 Vero: inhibitors of VEEV TC-83 cytopathic effect, confirmation, Vero cells (AID 588727) | one-dose inhibition, % at 20 µM; IC50 in µM for titrated hits | actives 0.13% (n = 350,000) | Vero cells, VEEV TC-83 cytopathic effect inhibition; higher % means a stronger effect; in the data active = a potency from the dose series; inconclusive = inhibition mostly from about 14% at the one dose, without a potency; inactive = the rest, 99 in 100 with inhibition below about 12%; also: strong numbers were not always called active
H37Rv inhibition: M. tuberculosis growth inhibition, HTS (AID 449762); M. tuberculosis H37Rv growth inhibition, 7H9 media; higher % means a stronger effect; inhibition, % at 25 µM, or IC50 in µM where a hit was titrated; actives 0.59% (n = 330,000); in the data active = a potency from the dose series; inconclusive = inhibition above about 70% without an active follow-up result;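 also: bacterial growth assessed after seven days of incubation; strong numbers were not always called active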
VEEV TC-83 Vero 10K pilot screen: also measured in VEEV TC-83 Vero; calls as there; inhibition, %; measured here: 10K pilot screen inhibition
Active calls of the source: *; i = inactive; ? = inconclusive; nt = no result given. No enrichment for hits; any-hit rate near 1.5%.

SMILES | H1N1 NS1A inhibition | M. tuberculosis | PhoP GFP inhibition | VEEV TC-83 Vero | H37Rv inhibition | others
CCOC(=O)c1[nH]c(C)c(C(=O)NC2CCCC2)c1C | -3.5% | -3.6% | -7.7% | 0.2% | -18.0%
CCCC(=O)Nc1ccc(S(=O)(=O)Nc2cc(C)nc(C)n2)cc1 | -1.0% | 0.8% | -6.7% | 0.9% | -6.0%
O=C(Nc1ccc(S(=O)(=O)N2CCc3ccccc32)cc1)c1ccc2c(c1)OCO2 | 3.2% | -0.5% | -1.6% | 4.0% | 0.8% | VEEV TC-83 Vero 10K pilot screen=1.5
CCOC(=O)NC(=O)COC(=O)CNC(=O)c1cccc(OC)c1 | 6.4% | -7.9% | 2.9% | i | -7.0%
c1ccc2nc(-c3ccc4c(c3)OCO4)ccc2c1 | 0.2% | 13.1% | -5.1% | 1.3% | 1.1%
CCN(c1ccccc1)S(=O)(=O)c1ccc(OC)c(NC(=O)C2CCC2)c1 | -1.1% | 22.4% | nt | i | 8.8%
NS(=O)(=O)c1ccc(CNC(=S)Nc2cc(S(=O)(=O)N3CCOCC3)ccc2Cl)cc1 | -7.5% | nt | nt | 1.1% | nt
CCCOc1ccc(-c2nnn(CC(=O)OCC)n2)cc1 | -2.5% | ? | 10.9% | 2.7% | ?
CCOC(=O)n1c(=O)oc2ccccc21 | 2.7% | -15.6% | 12.0% | 0.9% | -6.9%
COc1ccc(CCn2c(O)c(C=Nc3ccccc3F)c(=O)[nH]c2=O)cc1OC | 1.7% | -6.3% | -1.9% | 8.8% | -0.4%
O=C(CCS(=O)(=O)c1cccc2nsnc12)NC1CCCCC1 | 0.5% | 21.6% | 3.2% | i | -3.6% | VEEV TC-83 Vero 10K pilot screen=0.3
Cn1c(=O)c2nc(Cl)c(-c3ccccc3)nc2n(C)c1=O | -3.8% | -16.8% | -8.0% | 0.1% | -1.2%
COc1ccc(CNC(=O)CSc2nc3nc(C)cc(C)n3n2)cc1 | 9.9% | -9.1% | 5.6% | i | -2.0%
Cc1ccccc1C(=O)N[C@H](C(=O)Nc1ccc(Cl)c(Cl)c1)C(C)C | -3.8% | -3.5% | 2.3% | i | -2.3%
CCCC(=O)c1cc2cc(Cl)ccc2oc1=O | -0.9% | 74.1% | -6.6% | 1.3% | ?
COc1ccc(S(=O)(=O)NCC2CCCO2)cc1C(=O)O (stereo unspecified) | -1.1% | -6.4% | -7.3% | i | 11.5%
CCn1c(=O)n(CC)c2cc(NC(=O)C(C)c3ccccc3)c(Br)cc21 (stereo unspecified) | -13.0% | 7.5% | -2.0% | 0.3% | -3.1%
CCOc1ccc(N2C(=O)CC(N3CCc4ccccc43)C2=O)cc1 (stereo unspecified) | -8.6% | -4.7% | -3.6% | 0.8% | -0.2%
CCCCN(CC)CCNC(=O)c1cc2c(=O)[nH]c3ccccc3c2n1C | -6.0% | 9.6% | 9.3% | 0.5% | 5.4%
COc1cccc(CC(=O)OC(C)C(=O)Nc2ccc(N3CCOCC3)cc2)c1 (stereo unspecified) | 11.7% | 1.7% | 1.5% | 0.8% | 2.9%
CCOc1ccc(CSCCNC(=S)Nc2ccccc2)cc1 | 2.0% | ? | -10.2% | 2.4% | 5.5%
CCC(C)c1c(O)nc(SCC(=O)N2CCOCC2)[nH]c1=O (stereo unspecified) | 0.3% | -4.8% | -2.7% | 0.3% | 4.5%
Cc1ccccc1-c1nc2ccccc2o1 | 1.0% | -1.8% | -15.5% | 0.2% | -2.7%
Cc1ccc(NC(=O)c2scc3c2CCCC3)cc1 | 4.7% | 21.6% | -4.2% | 0.8% | 6.9%
CN(Cc1ccccc1)C(=O)c1cc(=O)[nH]c2ccccc12 | -3.8% | -2.6% | -4.6% | i | -0.1%
Cn1ncc(Cl)c1C(=O)NCc1ccc2c(c1)OCO2 | -7.5% | -2.8% | -4.8% | 1.8% | 0.7%
CCOc1ccccc1NC1c2ccccc2C(=O)N1c1ccc(C)cn1 (stereo unspecified) | 4.1% | 8.4% | 4.7% | i | -9.1%
COc1cc(C(=O)N2CCC(NC(=O)C(Cc3ccc(C)cc3)NC(C)=O)CC2)cc(OC)c1OC (stereo unspecified) | 3.7% | 7.6% | -5.8% | 0.1% | -12.8%
O=C(C=Cc1cccc(Cl)c1)c1ccccc1 | -14.7% | nt | nt | 24.0% | nt
CN(Cc1ccccc1)C(=O)c1cccc(NC(=O)Cc2cccc(NC(=O)C3CCN(C(=O)C4CC4)CC3)c2)c1 | -0.5% | nt | nt | 0.8% | nt
CCN(CC)CCNC(=O)c1cn(CC)c2ccc(S(=O)(=O)N3CCOCC3)cc2c1=O | 7.0% | -3.3% | -13.1% | 0.8% | -2.1%
Cc1nc(SCC(=O)N2CCC(C(N)=O)CC2)n[nH]1 | 0.4% | 1.8% | 0.7% | 1.3% | 2.2%
O=[N+]([O-])c1ccc(C2=Nc3cc(Cl)ccc3OC2)cc1 | 0.4% | 25.5% | -10.4% | 0.4% | 6.7%
COc1ccc(S(=O)(=O)N2CCOCC2)cc1NC(=O)CNC(=O)c1cccs1 | -22.7% | 8.6% | nt | i | -12.0%
CCOc1cc(N)c(Cl)cc1C(=O)NCC1CN(Cc2ccc(F)cc2)CCO1 (stereo unspecified) | -8.4% | 49.8% | 12.6% | 8.4% | -1.7%
CCC(C)NC(=O)CSc1ccc(S(=O)(=O)N(C)C2CCCCC2)cn1 (stereo unspecified) | -10.6% | 42.6% | nt | i | -0.7%
COc1ccc(C(=O)Nc2cccc(-c3ccc(N4CCOCC4)nn3)c2)cc1OC | -2.3% | -11.6% | 3.0% | 5.5% | 14.2%
O=C(OC(C(=O)NC1CCCCC1)c1ccccc1)c1ccco1 (stereo unspecified) | 15.3% | -10.1% | -4.7% | 3.0% | -5.0%
CC(=O)N1N=C(c2cccc([N+](=O)[O-])c2)OC1(C)CC(=O)Nc1ccccc1 (stereo unspecified) | -4.1% | -6.6% | -5.2% | 9.0% | -1.4%
COc1cc(CO)c(Br)cc1OCC(=O)Nc1ccccc1C | 0.9% | 43.0% | -9.6% | 0.4% | 2.9%
COCCN(C(=O)COC(=O)/C=C/c1ccc(C)o1)c1c(N)n(Cc2ccccc2)c(=O)[nH]c1=O | -0.8% | 5.8% | -4.3% | 0.2% | -11.7%
CCC(C)NC(=O)CCn1c(-c2ccc(F)cc2)cc(C(C)=O)c1C (stereo unspecified) | -8.5% | -24.7% | 7.4% | i | 2.1%
CC(C)NC(=O)N(C)C[C@H]1Oc2ccc(NC(=O)C3CCCCC3)cc2C(=O)N([C@H](C)CO)C[C@@H]1C | -3.5% | 3.3% | nt | 0.1% | -1.2%
Cc1[nH]c(=S)[nH]c(=O)c1Cc1ccccc1 | -8.3% | 8.8% | 0.4% | 0.3% | 2.1%
CCOc1ncccc1C(=O)N1CCN(Cc2ccc3c(c2)OCO3)CC1 | 0.2% | 0.1% | -5.4% | i | 0.3%

An excerpt from above in order of molar mass, ascending:
SMILES | H1N1 NS1A inhibition | M. tuberculosis | PhoP GFP inhibition | VEEV TC-83 Vero | H37Rv inhibition | others
CCOC(=O)n1c(=O)oc2ccccc21 | 2.7% | -15.6% | 12.0% | 0.9% | -6.9%
O=C(C=Cc1cccc(Cl)c1)c1ccccc1 | -14.7% | nt | nt | 24.0% | nt
CCCC(=O)c1cc2cc(Cl)ccc2oc1=O | -0.9% | 74.1% | -6.6% | 1.3% | ?
Cc1ccc(NC(=O)c2scc3c2CCCC3)cc1 | 4.7% | 21.6% | -4.2% | 0.8% | 6.9%
Cc1nc(SCC(=O)N2CCC(C(N)=O)CC2)n[nH]1 | 0.4% | 1.8% | 0.7% | 1.3% | 2.2%
Cn1c(=O)c2nc(Cl)c(-c3ccccc3)nc2n(C)c1=O | -3.8% | -16.8% | -8.0% | 0.1% | -1.2%
COc1ccc(S(=O)(=O)NCC2CCCO2)cc1C(=O)O (stereo unspecified) | -1.1% | -6.4% | -7.3% | i | 11.5%
CCOc1ccc(N2C(=O)CC(N3CCc4ccccc43)C2=O)cc1 (stereo unspecified) | -8.6% | -4.7% | -3.6% | 0.8% | -0.2%
CCOC(=O)NC(=O)COC(=O)CNC(=O)c1cccc(OC)c1 | 6.4% | -7.9% | 2.9% | i | -7.0%
CCCCN(CC)CCNC(=O)c1cc2c(=O)[nH]c3ccccc3c2n1C | -6.0% | 9.6% | 9.3% | 0.5% | 5.4%
CCOc1ncccc1C(=O)N1CCN(Cc2ccc3c(c2)OCO3)CC1 | 0.2% | 0.1% | -5.4% | i | 0.3%
CCn1c(=O)n(CC)c2cc(NC(=O)C(C)c3ccccc3)c(Br)cc21 (stereo unspecified) | -13.0% | 7.5% | -2.0% | 0.3% | -3.1%
COc1cc(C(=O)N2CCC(NC(=O)C(Cc3ccc(C)cc3)NC(C)=O)CC2)cc(OC)c1OC (stereo unspecified) | 3.7% | 7.6% | -5.8% | 0.1% | -12.8%
CN(Cc1ccccc1)C(=O)c1cccc(NC(=O)Cc2cccc(NC(=O)C3CCN(C(=O)C4CC4)CC3)c2)c1 | -0.5% | nt | nt | 0.8% | nt

Later entries:
SMILES | H1N1 NS1A inhibition | M. tuberculosis | PhoP GFP inhibition | VEEV TC-83 Vero | H37Rv inhibition | others
N#Cc1c(Cl)nc(N/N=C/c2ccccc2)c(Cl)c1Cl | -11.4% | 78.0% | -0.6% | 1.5% | 7.1%
CCCC(=O)Nc1ccc2c(c1)nc1n2CCN(C2CCCCC2)C1 | -2.7% | 37.6% | 0.4% | 0.9% | 7.9%
O=C(O)CCc1nnc(SCC(=O)Nc2ccc(Cl)c(C(F)(F)F)c2)[nH]c1=O | -5.4% | 10.0% | -13.9% | i | 25.8%
CCCCC1CCC(C(=O)N(CCOC)c2c(N)n(CCCC)c(=O)[nH]c2=O)CC1 (stereo unspecified) | -16.2% | 17.9% | 0.1% | 4.9% | 6.7%
NC(=O)CSc1ncnc2c1cnn2Cc1ccccc1 | -23.6% | 55.8% | 4.7% | i | -12.6%
COC(=O)c1cc(=O)nc2sc(-c3ccc(F)cc3)nn12 | -1.7% | 15.5% | -1.0% | 4.6% | -0.3%
Cc1cccc(CNC(=O)CCn2ccc3cc(S(=O)(=O)N4CCCC4)ccc32)c1 | 6.5% | 15.5% | 8.7% | 2.2% | 6.5%
O=C(Nc1ccc(F)cc1)c1cccnc1 | 0.8% | -15.3% | -6.6% | i | -4.5%
CCCOc1ccc(C2C(C(=O)c3ccc(C)o3)=C(O)C(=O)N2Cc2ccco2)cc1 (stereo unspecified) | -5.9% | 36.2% | -11.0% | 1.0% | 0.0%
COc1cccc(Nc2c(F)c(OC)c(F)c(F)c2C(=O)O)c1 | -1.6% | 9.6% | 1.5% | 0.5% | -6.2%
O=C1C(Cc2ccccc2)SC(=Nc2ccccc2)N1c1ccccc1 (stereo unspecified) | 12.8% | 46.8% | -11.0% | 2.3% | 5.7%
CCCN1CC(=O)N2Cc3[nH]c4ccccc4c3C[C@H]2C1=O | -0.4% | -5.2% | -3.8% | 0.3% | -4.7%
O=C(CCS(=O)(=O)c1cc(Br)cc2c1N(C(=O)C1CC1)CC2)N1CCN(c2ccccn2)CC1 | 1.6% | 0.5% | -11.5% | i | -10.8%
CCc1nnc(NS(=O)(=O)c2ccc(NC(=S)NC(=O)/C=C/c3ccc(F)cc3)cc2)s1 | 6.6% | -10.0% | -1.0% | 2.1% | 0.7%
Nn1cc(-c2ccccc2)nc1SCC(=O)NCCN1C(=O)CSC1=O | 3.8% | 20.6% | -18.1% | 6.5% | 4.8%
CCOc1ccc(CCNC(=O)CN2C(=O)c3cccnc3Oc3ccc(C)cc32)cc1OCC | 8.1% | 15.9% | -9.6% | 6.7% | -8.1%
CC(C)COC(=O)CCn1[nH]c(=O)c2ccccc2c1=O | -5.3% | -2.7% | -8.2% | i | -8.9%
O=C(CCc1ccccc1)NNC(=O)c1cc(Cl)ccc1O | -13.2% | nt | -1.7% | 1.6% | 4.6%
COc1ccc(C(=O)NNC(=O)C2=NN(c3ccccc3)C(=O)CC2)cc1 | -4.5% | 2.6% | -8.6% | 1.1% | 57.0%
CN(c1ccc(C(=O)NCCSCc2c(F)cccc2Cl)cc1)S(C)(=O)=O | -4.3% | 1.7% | -26.3% | 1.2% | 2.8%
O=C(Nc1cccc(Br)c1)c1cc2ccccc2o1 | 5.3% | ? | 25.4µM* | 4.4% | ?
